Compound activity as filed in PubChem BioAssay.
PAX8 inh HTS: PAX8 transcriptional activity inhibition | RMG-I TPO-luciferase reporter, SteadyGlo, 24 h | inhibition, % at 12.6 µM | actives 1.2% (n = 360,000);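 active = mean replicate inhibition at least 60% with every replicate also reaching 60%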;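 also: luciferase light reporting Pax8 driven TPO promoter activity; plate controls were median of neutral control wells for no effect and mitoxantrone controls for full effect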
LGR2 antag: blocks bursicon-induced cAMP signaling via Drosophila LGR2; inhibition, % at 9.99 µM; AID 720647; HEK293 LGR2, CRE-luciferase, bursicon-stimulated, 4 h; actives 0.35% (n = 380,000);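 active = drop in luminescence signal, shown as inhibition above about 50% in the replicate tests, limit read from the data, passing the limit was not always enough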;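 also: agonist challenge used bursicon conditioned medium at about half maximal strength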
GSIS activator: primary screen for activators of insulin secretion dependent on glucose, INS-1E cells, GLuc reporter luminescence. INS-1E GLuc reporter insulin secretion, 2-3 h. actives 0.61% (n = 370,000). activation, % at 16.6 µM. AID 743287;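 active = lowest replicate activation of at least 40%, so every replicate reaches that level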;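 also: 0% = median of neutral control wells and 100% = median of IBMX positive control wells; some compounds called inactive have numbers as strong as hits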
* = called active by the depositor. A portion of the library; the hit share may differ from the screen's.

SMILES	PAX8 inh HTS	LGR2 antag	GSIS activator
CC(C)(C)N1C(=O)c2ccccc2NC(=O)C1C(=O)NCCc1ccccc1F (configuration not stated)	-18	5	0
CCOC(=O)c1noc2c1CCC2	-3	9	20
COc1cccc(CN2CCN(C(=O)c3ccc(-c4ccccc4)cc3)CC2)c1OC	-2	6	-27
O=[N+]([O-])c1nccn1C1C=CC(O)C(CO)O1 (configuration not stated)	-11	0	2
CCC(CO)NC1=CC(=O)CCC1 (configuration not stated)	16	-15	17
Cc1ccc(S(=O)(=O)N2CCC(=O)N([C@H](COCc3ccc(Cl)cc3)Cc3ccccc3)CC2)cc1	24	14	-27
Cc1ccc2c(=O)n3c(nc2c1)C(Cc1ccccc1)NC(=O)c1ccc(Cl)cc1-3 (configuration not stated)	8	-14	-4
CCCCNC(=O)C1C(c2ccccc2)=Nc2ccccc2N1C(=O)c1ccc(C)cc1 (configuration not stated)	-9	-12	17
Cc1ccc(CNC(=O)Nc2cccc(C)c2)cc1	-84	-28	2
OC(COc1ccc(CNCc2cccnc2)cc1)CN1CCc2ccccc2C1 (configuration not stated)	4	5	10
COC(=O)[C@]12C[C@H](CC(=O)NCCCCc3ccccc3)C(=O)N(CCC3=CCCCC3)C1=C[C@H](C(C)(C)C)O[C@@H]2C	-4	15	-5
CC(=O)c1c(C)nc2ccc(Br)cc2c1-c1ccccc1	4	-1	11
COCCCn1cc(CN2CC(N3CCCC3)CS2(=O)=O)nn1 (configuration not stated)	2	11	31
CCOC(=O)/C(=N\O)C1=NC(C)(C)Cc2ccccc21	10	8	11
CCOC(=O)[C@]12CCCC=C1N(Cc1ccc(Cl)cc1Cl)C(=O)[C@H](CC(=O)NCc1ccc(OC)c(OC)c1)C2	28	11	-11
CCCC(=O)N1CCC2(CC1)CN(C(=O)C1CCCC1)[C@@H](CO)c1[nH]c3cc(OC)ccc3c12	7	8	-10
CCOC(=O)[C@]12CCCC=C1N(Cc1ccco1)C(=O)[C@H](CC(=O)NCc1cccs1)C2	8	17	-19
C[C@H]1CN([C@@H](C)CO)C(=O)c2c(c3ccccc3n2C)-c2ccccc2CO[C@H]1CN(C)C(=O)Nc1ccnc(N2CCOCC2)c1	21	6	-13
CCN=C1NC(c2cccc(Cl)c2)C(C(=O)OC)=C(C)N1Cc1ccc(C(F)(F)F)cc1 (configuration not stated)	26	-2	2
CCCCCNC(=O)C(c1ccc(C(F)(F)F)cc1)n1c(=O)c(-c2ccco2)nc2ccccc21 (configuration not stated)	19	32	-3
O=C1NC(NS(=O)(=O)c2ccc(Cl)cc2)(C(F)(F)F)C(=O)N1CCc1ccccc1 (configuration not stated)	12	-4	-18
C=CCn1cc([N+](=O)[O-])nc1C	10	7	20
Cc1coc2c(O)cc3c(c12)OC1(N2CCCCC2)C(=O)NCCCC31 (configuration not stated)	22	7	-30
Cc1ccc(-c2nc3ccc(C)cn3c2CC2CCCCC2)cc1	-87	-34	-8
COC(=O)[C@@]12C[C@@H](CC(=O)N3CCOCC3)C(=O)N(Cc3ccccc3)C1=CCC(C)(C)C2	-17	3	-3
O=C(Nc1cccc(C(=O)N2CCN(c3ccc(F)cc3)CC2)c1)c1ccccc1	20	-5	-7
C#CC1c2ccccc2CCN1CC=C (configuration not stated)	-13	8	5
O=C(OCc1ccccc1)c1c(-c2ccccc2)oc2c1C(OCCO)CCC2 (configuration not stated)	3	1	-11
CCOC(=O)c1c(/N=C/N(C)C)sc(C=O)c1-c1ccccc1	8	5	-2
C=CCCC1CN(CC=C)S(=O)(=O)c2c(F)cccc2O1 (configuration not stated)	-8	6	11
O=C(Nc1c(Cl)cc(Cl)cc1C(=O)NCCN1CCOCC1)c1cccc([N+](=O)[O-])c1	9	7	0
O=C(NCc1ccc2c(c1)OCO2)OCc1ccccc1	-117	-51	-9
CC(C)(C)c1ccccc1NC(=O)CN1C(=O)NC(Cc2ccccc2)C1=O (configuration not stated)	2	-10	-14
O=S1(=O)CC(N2CCSCC2)CN1Cc1cn(Cc2ccc(F)cc2)nn1 (configuration not stated)	-3	2	8
CCCN(CC(=O)Nc1ccccc1C)C(=O)c1cc2ccccc2oc1=O	-1	2	-1
COc1ccc(OC)c(CN2C(=O)c3ccccc3C2c2nnnn2-c2ccc3c(c2)OCCO3)c1 (configuration not stated)	21	-10	-3
Cc1ccc(NS(=O)(=O)c2cccc(C(=O)N3CCCCCC3)c2)cc1	-5	-11	-18
COc1ccc2c3c([nH]c2c1)[C@H](CO)N(Cc1cccc(F)c1)CC31CCN(Cc2ccccn2)CC1	-9	-14	-13
COC(=O)CN(C)C(=O)CC1C(=O)NCCN1CC(C)(C)C (configuration not stated)	-6	18	-3
COc1ccc(N2C(=O)CC(SC(C)C)C2=O)cc1 (configuration not stated)	0	-11	-5

An excerpt of these results, bar-delimited:
compound | PAX8 inh HTS | LGR2 antag | GSIS activator
O=S1(=O)CC(N2CCSCC2)CN1Cc1cn(Cc2ccc(F)cc2)nn1 (configuration not stated) | -3 | 2 | 8
CCCN(CC(=O)Nc1ccccc1C)C(=O)c1cc2ccccc2oc1=O | -1 | 2 | -1
COc1ccc(OC)c(CN2C(=O)c3ccccc3C2c2nnnn2-c2ccc3c(c2)OCCO3)c1 (configuration not stated) | 21 | -10 | -3
Cc1ccc(NS(=O)(=O)c2cccc(C(=O)N3CCCCCC3)c2)cc1 | -5 | -11 | -18

Remaining list, next part.
SMILES	PAX8 inh HTS	LGR2 antag	GSIS activator
CC1(C)CC(NC(=O)CSc2ccccc2)CC(C)(C)N1	13	7	5
COC(=O)[C@@]12C[C@@H](CC(=O)NCc3cccc4ccccc34)C(=O)N(Cc3cccc4ccccc34)C1=CCC(C)(C)C2	3	41	33
O=C(NCc1ccccc1)C1C(c2ccccc2)=Nc2ccccc2N1C(=O)c1cccnc1 (configuration not stated)	-2	-11	2
CC(=NNc1cc(C)c2cc(C)ccc2n1)c1ccccn1	69*	-83	19
O=C(N[C@H](C(=O)N1CCC[C@H]1C(=O)NCc1ccccc1)c1ccccc1)C1CCCC1	0	-9	-13
COc1ccc(C(C(=O)Nc2ccc(F)cc2)N2CCN(CC(=O)N3CCCC3)CC2)cc1 (configuration not stated)	-14	-35	-4
C=C1C[C@@H]2C[C@@H]2CN(S(=O)(=O)c2ccc(C)cc2)[C@@H]1c1ccco1	9	1	-40
Cc1cccc(C(=O)NC(=S)N2CCc3ccccc3C2)c1	-2	-1	9
CC(C)=CC(=O)NCC1CCN(C(=O)C(=O)c2cc3ccccc3o2)CC1	10	-7	-13
O=C1O[C@@H](c2ccccc2)C[C@@H](O)C(=O)CCc2ccccc21	10	-5	19
Cc1cc(S(=O)(=O)NC(=O)[C@H]2O[C@@H](n3ccc(=O)[nH]c3=O)[C@H](O)[C@@H]2O)ccc1Br	-9	-9	22
COc1cc(C(=S)N2CCOCC2)ccc1OS(=O)(=O)c1ccccc1[N+](=O)[O-]	10	-4	-5
N/C(=N\OC(=O)CCc1ccccc1)c1ccccc1Cl	-191	-102	0
Cc1ccc(S(=O)(=O)C[C@@H]2OC3CCCCC3N2S(=O)(=O)c2ccc(C)cc2)cc1 (some centres not stated)	7	16	-5
C[C@]12Cc3ccccc3C1CC1=N[C@@H](c3ccc(C(F)(F)F)cc3)O[C@@]13C[C@@H]2C(=O)N3Cc1ccncc1 (some centres not stated)	7	20	-44
Clc1cccc(Cl)c1CNc1ccc(N2CCCC2)cc1	23	5	-2
O=C(Nc1ccc2c(c1)OCCO2)C(C1CC1)n1c(=O)c(-c2ccco2)nc2ccccc21 (configuration not stated)	12	13	6
CCNc1ccccc1CP(=O)(c1ccccc1)c1ccccc1O (configuration not stated)	7	31	-5
CCc1n[nH]c(=S)n1/N=C/c1cc(OC)cc([N+](=O)[O-])c1O	-2	31	-28
CCOC(=O)C1CSCCS(=O)(=O)N1Cc1ccccc1F (configuration not stated)	-4	5	2
O=C1NC[C@H](Cc2ccc(O)cc2)N(C[C@@H]2CCCN2C[C@H](Cc2ccccc2)N2C[C@H](Cc3ccc(O)cc3)N(CC3CCCCCC3)C(=O)C2=O)C1=O	8	25	-2
O=C(O)[C@H](Cc1ccccc1)NC(=O)[C@H]1O[C@@H](n2ccc(=O)[nH]c2=O)[C@H](O)[C@@H]1O	-6	-7	-5
Fc1cccc(NC(=S)N2CCCC2)c1	-15	-9	-4
CCCCc1c(-c2ccccc2OC)ncn1C(C)c1ccc(Cl)cc1 (configuration not stated)	16	24	55*
CN(C1=C(NC(=O)c2ccccc2)C(=O)c2ccccc2C1=O)C1CCS(=O)(=O)C1 (configuration not stated)	-37	-19	-2
C/C(CCc1ccccc1)=N\NC(=O)c1ccccc1	-12	14	17
CCn1c2ccccc2c2nc3cc(C(=O)O)ccc3nc21	-6	-11	34
COC(=O)c1ccc(C(=O)Nc2nnc(-c3cccnc3)o2)cc1	-9	7	-6
CCc1ccc(CN(C)CC(=O)Nc2ccc3c(c2)CCC3)cc1	-2	8	-14
S=C(NC1CCCC1)NN1CCOCC1	-4	-2	-1
CC=Cc1ccc2n(c1=O)C[C@H]1[C@H](CO)[C@@H](C(=O)N3CCc4ccccc4C3)N(C(=O)COC)[C@@H]21 (mixture of isomers)	3	6	-6
CN1C(=O)C(c2cn(C)c3ccccc23)(c2cn(C)c3ccccc23)c2cc(Br)ccc21	23	-9	8
CC1=CC(=O)C=C(C)C1=NOC(=O)/C=C\c1ccccc1	-18	-23	-7
CCCN(Cc1ccccc1)C(=S)Nc1cccc(C(F)(F)F)c1	15	14	-13
CCC(=O)N1Cc2cc(C(=O)N(C)C)nc(-c3cccc(-c4cncnc4)c3)c2[C@@H]1CCO	-2	-11	-6
CCCC(=O)N1CC2(CCN(C(=O)C3CC3)CC2)c2c(n(C)c3cc(OC)ccc23)[C@H]1CO	-24	5	1
COc1ccc(N2C(c3cc(OC)cc(OC)c3)=Cc3ccccc3C2CC(C)=O)cc1 (configuration not stated)	30	-9	-27
CC(C)(C)[S@](=O)N1Cc2cc(C(=O)N3CCOCC3)nc(-c3cccc(Br)c3)c2[C@@H]1CCO	-12	2	-8
Cc1ccc(S(=O)(=O)NCC2CCN(C(=O)C(=O)c3cc4ccccc4o3)CC2)cc1	9	-41	-30
COc1ncccc1C(=O)Nc1c(-c2ccccc2)[nH][nH]c1=O	8	3	18

4 compounds from above, showing only PAX8 inh HTS:
SMILES	PAX8 inh HTS
S=C(NC1CCCC1)NN1CCOCC1	-4
CCCCc1c(-c2ccccc2OC)ncn1C(C)c1ccc(Cl)cc1 (configuration not stated)	16
O=C1NC[C@H](Cc2ccc(O)cc2)N(C[C@@H]2CCCN2C[C@H](Cc2ccccc2)N2C[C@H](Cc3ccc(O)cc3)N(CC3CCCCCC3)C(=O)C2=O)C1=O	8
CCn1c2ccccc2c2nc3cc(C(=O)O)ccc3nc21	-6

The listing continues:
SMILES	PAX8 inh HTS	LGR2 antag	GSIS activator
O=C1NC[C@H](CCCCN2C[C@H](Cc3ccccc3)N(CC3CCCCC3)C(=O)C2=O)N(CCc2ccc(O)cc2)C1=O	-4	-14	-1
CS(=O)(=O)NCCn1ccc2ccccc21	-17	-26	-1
CC(=O)Nc1cccc(OC(=O)COc2ccc(Br)cc2)c1	10	19	6
CC(C)C[C@H]1COc2cccc(N3CCOCC3)c2S(=O)(=O)N1	-7	16	22
COC(=O)N/N=C(\C)c1ccc2ccccc2c1OC(F)F	6	-9	3
O=C(NC1c2ccccc2-c2ccccc21)c1ccccc1	-3	-3	1
O=C(NCCN1CCN(c2ccccc2)CC1)C1CCN(S(=O)(=O)c2cccc3nsnc23)CC1	6	11	15
C#CCn1c(=NC(=O)c2cc(-c3cccs3)nc3ccccc23)sc2cc(S(N)(=O)=O)ccc21	13	16	-13
Cn1c(-c2ccc(F)cc2)cc2onc(-c3c(F)cccc3Cl)c2c1=O	-96	-112	3
COc1cc2c(cc1OC)/C(=C/C(C)=O)OC2	1	-7	119*
COC(=O)[C@]12C[C@H](CC(=O)N3CCCCC3)C(=O)N(Cc3ccc4c(c3)OCO4)C1=C[C@H](COCc1ccccc1)O[C@@H]2C	-35	6	-24
Cc1cc(Br)cn2c(Cc3ccccc3C(F)(F)F)c(-c3cccc(Cl)c3)nc12	-5	2	-3
C[C@H](NC(=O)[C@@H]1CCCN1C(=O)[C@@H]1CCCN1)c1ccccc1	-9	23	-18
COC(=O)c1ccc2nc(-c3ccccc3)c(Cc3ccccc3C(F)(F)F)n2c1	-38	-25	11
Cc1cc(NC(=O)c2cccs2)n(-c2nc3ccccc3[nH]2)n1	-7	2	11
C[C@@H]1OC(C2CCCCC2)N(C)[C@H]2C[C@H]3c4[nH]c5c(-c6ccccc6)cccc5c4CCN3C(=O)[C@@H]12 (some centres not stated)	-4	-11	-3
N#C[C@H](N)[C@H]1O[C@@H](n2ccc(=O)[nH]c2=O)[C@H](O)[C@@H]1O	-14	2	-22
CC(C)C[C@H]1CN(CCCC[C@H]2CNC(=O)C(=O)N2Cc2ccccc2)C(=O)C(=O)N1CC1CCCCC1	-12	18	11
O=C(N/N=C/c1ccc(N2CCOCC2)s1)c1ccccc1Br	-13	-31	0
CCC(C(=O)NC(C)(C)C)n1c(-c2ccc(C)cc2)nc2ccccc21 (configuration not stated)	-16	-4	-21

An excerpt of these results, bar-delimited:
mol | PAX8 inh HTS | LGR2 antag | GSIS activator
CC(C)C[C@H]1CN(CCCC[C@H]2CNC(=O)C(=O)N2Cc2ccccc2)C(=O)C(=O)N1CC1CCCCC1 | -12 | 18 | 11
O=C(N/N=C/c1ccc(N2CCOCC2)s1)c1ccccc1Br | -13 | -31 | 0
